Source: PubChem
WT yeast gro inh: growth inhibition of WT yeast, mitochondrial fusion screen. mitochondrial fusion phenotypic screen, WT strain. inhibition, % at 10 µM. hit rate 2.1% among 190,000. AID 1362; in the data active means inhibition above about 58%; tested in S. cerevisiae
Yfh1-depleted yeast: enhancers of respiration in Yfh1-depleted yeast, dose response, Friedreich's ataxia, plus single-dose screen (AID 1465) | fold induction at 50 µM, or EC50 in µM where a hit was titrated | S. cerevisiae Yfh1-off respiration, WST-1 reduction, 72 h; higher fold induction means a stronger effect | hit rate 0.074% among 220,000;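 active means fold induction of absorbance versus untreated yeast above a set limit, then at least 30% activation at any dose in follow-up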;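 further: activators that raise dye reduction in frataxin-depleted yeast; strong numbers were not always called active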
T cell HTS: T cell immune modulation candidate; 2C CD8+ T cell-vesicle binding, flow cytometry; hits give low values; calls only at 7 µM; hit rate 0.068% among 330,000;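 active means response, share of CD8 T cells binding vesicles, and their 90th percentile fluorescence all below set limits, cut at about 80% in these data, passing the limit was not always enough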
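Read-out – percent CD8+ FL2 mean versus row control · System – murine 2C transgenic CD8+ T lymphocytes · Times – 1.5 h cell–vesicle binding at 37 °C, then 20 min icy labelling · Control set – naked vesicles low, QL9 vesicles with vehicle high · Detection – cytometric PE anti-B7-1 and Alexa647 anti-CD8 signals after 1% paraformaldehyde fixation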
bCat nuc transl: beta-catenin nuclear translocation modulation | HeLa beta-catenin nuclear translocation, immunofluorescence imaging | nuclear translocation activity, % at 5 µM | hit rate 0.3% among 190,000 | AID 1665;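 active means nuclear translocation activity above 50% at 5 µM, with a well cell count of 50 or more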;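 further: per-cell ratio of nuclear to cytoplasmic median beta-catenin stain intensity; plate controls were DMSO negative control for no effect and GSK-3 inhibitor IX positive control for full effect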
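System: HeLa cells, endogenous beta-catenin; compound dosing: 5 µM primary single dose, 0.1% DMSO, 0.02–20 µM confirmation series; incubation: 24 h compound exposure at 37°C, 5% CO2; signal: beta-catenin immunofluorescence imaging with DAPI; evaluation: % activation, nuclear-to-cytoplasmic median beta-catenin signal ratio per cell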
P. falciparum M17LAP: P. falciparum M17LAP inhibitors, primary screen, biochemical, fluorogenic H-Leu-NHMec substrate, 1536-well (AID 1619); hit rate 0.38% among 220,000; recombinant M17LAP, H-Leu-NHMec fluorogenic kinetic assay; higher % means a stronger effect; inhibition, % at 30 µM; hits with a dose series show IC50 in µM;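 active means compound inhibiting the enzyme by more than half at any dose during confirmatory dose-response retesting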;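 further: plate controls were full reaction with DMSO carrier for no effect and no enzyme background for full effect; strong numbers were not always called active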
MT stabilizer: stabilizes microtubules in HeLa cells | HeLa tubulin immunostaining HCS, 24 h; share of cells brighter than vehicle mean+2SD | % tubulin-high responders, % at 10 µM | hit rate 0.83% among 200,000;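 active means plate Z-score above 3 for both tubulin-high and condensed-nucleus cell shares, with cell loss under 80%, at 10 µM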;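 further: anti alpha tubulin signal scored within the nucleus-defined area of each cell; some results filed as inactive read as strong as hits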
Autophagy mod: modulators of autophagy; MEF GFP-LC3 puncta imaging; test concentration mostly 10 µM; calls only at 10 µM (by protocol); hit rate 0.98% among 190,000; AID 463193;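 active means percentage of spot-positive cells more than 3 SD above its plate mean, without a fluorescence outlier flag or 80% toxicity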;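 further: spot-positive cell cutoff set from DMSO-treated cells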
M1AAP inhibition: malaria alanyl aminopeptidase activity blockers – biochemical, fluorogenic H-Leu-NHMec substrate, 1536-well (AID 1445); recombinant M1AAP, H-Leu-NHMec fluorogenic kinetic assay; higher % means a stronger effect; inhibition, % at 30 µM; hits with a dose series show IC50 in µM; hit rate 0.42% among 220,000;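 active means primary inhibition above the hit cutoff, then over 50% inhibition at one or more dose response concentrations, cut at about 23% in these data, passing the limit was not always enough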;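 further: plate controls were DMSO full reaction for no effect and no enzyme background for full effect; strong numbers were not always called active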
Dynein transport: dynein cargo transport inhibition; 3617.4 mouse cells, GR-EGFP nuclear translocation imaging; test concentration mostly 20 µM; stimulated with dexamethasone, 1 µM; hits give low values; z-score, hits read low; hit rate 0.47% among 220,000; AID 1381;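 active means plate z-score of nuclear minus cytoplasmic receptor signal below a set negative limit, without overly bright fluorescence or cell loss, cut at about -3.5 in these data, passing the limit was not always enough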;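 further: z-score of nuclear minus cytoplasmic ring GR-EGFP intensity difference per well; some compounds called inactive have numbers as strong as hits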
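Buffer or medium: tet-free, stripped-serum medium; reagent: dexamethasone at 1.0 µM final, 30 min; incubation: 48 h induction, 1 h compound, 30 min dex at 37 °C; measured by: formaldehyde fixation, Hoechst nuclear stain, 10x automated fluorescence imaging; read-out: nuclear-to-cytoplasmic GR-EGFP distribution per well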
WT yeast gro inh mutant strain: further read-out of WT yeast gro inh, marked with its call; inhibition, %; mitochondrial fusion phenotypic screen, mutant strain inhibition
Dynein transport cytoplasmic EGFP: further read-out of Dynein transport, marked with its call; z-score; measured here: cytoplasmic GR-EGFP intensity; hits give high values
Dynein transport nuclear GR-EGFP: second read-out of Dynein transport, no call of its own (marks repeat the call); z-score; measured here: nuclear GR-EGFP intensity;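 lower value marks the stronger effect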
Dynein transport cell count: further read-out of Dynein transport, marked with its call; z-score; measured here: cell count per field
bCat nuc transl cell count 5 µM: recorded beside bCat nuc transl, whose call it bears; cell count; measured here: cell count, cytotoxicity flag
T cell HTS vesicle-bound %: recorded beside T cell HTS, whose call it bears; double positive events, %; measured here: CD8+ vesicle-bound cell fraction;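 binding gate set so that unloaded-vesicle control wells show 10% double positive cells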
MT stabilizer Hoechst-high %: also measured in MT stabilizer; calls as there; % Hoechst-high responders; measured here: nuclear condensation Hoechst responders;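 share of cells brighter than vehicle mean plus two SD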
MT stabilizer cytotoxicity %: also measured in MT stabilizer; calls as there; toxicity, %; measured here: cytotoxicity by cell density;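 0% = mean cell density of plate MIN control wells and 100% = no cells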
Autophagy mod cell loss 18 h: further read-out of Autophagy mod, marked with its call; toxicity, %; measured here: cell loss, nuclei count;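 cell loss after 18 h compound exposure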
Starred values were filed as active, the others as inactive; i = inactive; · = no result given.

Start of the data: the first seven compounds (preview)
SMILES	WT yeast gro inh	WT yeast gro inh mutant strain	Yfh1-depleted yeast	T cell HTS	T cell HTS vesicle-bound %	bCat nuc transl	bCat nuc transl cell count 5 µM	P. falciparum M17LAP	MT stabilizer	MT stabilizer Hoechst-high %	MT stabilizer cytotoxicity %	Autophagy mod	Autophagy mod cell loss 18 h	M1AAP inhibition	Dynein transport	Dynein transport cytoplasmic EGFP	Dynein transport nuclear GR-EGFP	Dynein transport cell count
CC(C)(C)C(=O)Nc1cc(S(=O)(=O)N2CCCCC2)ccc1N1CCCCC1	21	-9	i	i	46	0.5	1042	3%	4.1	1.1	2.5	i	2	-4%	1.4	-0.14	0.68	-1.1
O=C(Nc1nnc(Cc2c[nH]c3ccccc23)s1)c1ccc(Cl)cc1Cl	8	5	i	i	46	-2.0	1006	3%	3.2	2.3	4.6	i	2	5%	-0.65	-0.27	-0.56	1.1
Cc1cccc2cc(CN(Cc3ccco3)C(=O)Nc3cccc(C#N)c3)c(Cl)nc12	15	2	i	i	13	0.7	1262	3%	2.7	1.5	4.1	i	1	11%	2.3	0.026	1.1	-3
CC(C)OC(=O)c1c(NC(=O)c2ccco2)sc2c1CCCC2	-11	-7	i	i	19	1.9	923	6%	3.5	1.8	3.6	i	0	2%	-4.1	2.8	-1.5	-4.8
Cc1csc(NC(=O)CSc2nnc(-c3ccco3)n2C)n1	-3	-9	i	i	8	-1.4	838	-1%	4.5	3.5	1.5	i	-4	-2%	-0.69	0.3	-0.25	0.56
Cn1c(N)c(C(=O)COC(=O)C2(c3ccc(F)cc3)CCCC2)c(=O)n(C)c1=O	14	19	i	i	46	-0.3	1083	5%	2.6	3.1	1.4	i	14	0%	0.89	-0.11	1.2	-1.2
COc1ccc(-c2noc(CN(C(=O)c3ccc(OC(C)=O)cc3)C(C)C)n2)cc1OC	-10	-14	i	i	47	·	·	1%	3.1	1.2	3.1	i	-1	8%	0.18	-0.22	-0.59	0.89

Main list (from the top)
SMILES	WT yeast gro inh	WT yeast gro inh mutant strain	Yfh1-depleted yeast	T cell HTS	T cell HTS vesicle-bound %	bCat nuc transl	bCat nuc transl cell count 5 µM	P. falciparum M17LAP	MT stabilizer	MT stabilizer Hoechst-high %	MT stabilizer cytotoxicity %	Autophagy mod	Autophagy mod cell loss 18 h	M1AAP inhibition	Dynein transport	Dynein transport cytoplasmic EGFP	Dynein transport nuclear GR-EGFP	Dynein transport cell count
CC(C)(C)C(=O)Nc1cc(S(=O)(=O)N2CCCCC2)ccc1N1CCCCC1	21	-9	i	i	46	0.5	1042	3%	4.1	1.1	2.5	i	2	-4%	1.4	-0.14	0.68	-1.1
O=C(Nc1nnc(Cc2c[nH]c3ccccc23)s1)c1ccc(Cl)cc1Cl	8	5	i	i	46	-2.0	1006	3%	3.2	2.3	4.6	i	2	5%	-0.65	-0.27	-0.56	1.1
Cc1cccc2cc(CN(Cc3ccco3)C(=O)Nc3cccc(C#N)c3)c(Cl)nc12	15	2	i	i	13	0.7	1262	3%	2.7	1.5	4.1	i	1	11%	2.3	0.026	1.1	-3
CC(C)OC(=O)c1c(NC(=O)c2ccco2)sc2c1CCCC2	-11	-7	i	i	19	1.9	923	6%	3.5	1.8	3.6	i	0	2%	-4.1	2.8	-1.5	-4.8
Cc1csc(NC(=O)CSc2nnc(-c3ccco3)n2C)n1	-3	-9	i	i	8	-1.4	838	-1%	4.5	3.5	1.5	i	-4	-2%	-0.69	0.3	-0.25	0.56
Cn1c(N)c(C(=O)COC(=O)C2(c3ccc(F)cc3)CCCC2)c(=O)n(C)c1=O	14	19	i	i	46	-0.3	1083	5%	2.6	3.1	1.4	i	14	0%	0.89	-0.11	1.2	-1.2
COc1ccc(-c2noc(CN(C(=O)c3ccc(OC(C)=O)cc3)C(C)C)n2)cc1OC	-10	-14	i	i	47	·	·	1%	3.1	1.2	3.1	i	-1	8%	0.18	-0.22	-0.59	0.89
O=C(O)CCCCCNS(=O)(=O)c1ccc(Cl)cc1	2	3	i	·	·	-0.5	1109	-8%	5.8	3.4	5.1	i	-4	8%	-0.75	-0.13	-0.62	1
O=C(CSc1nc2ccccc2c(=O)n1Cc1ccco1)c1ccc(F)cc1	-5	4	i	i	24	-8.3	982	11%	1.4	1.7	8.0	i	-4	-5%	-0.69	-0.2	-0.42	0.56
Cc1ncc(CCl)c2c1OC(C)(C)OC2	-7	1	i	i	18	·	·	15%	3.9	2.8	4.0	i	-4	1%	-4.4*	0.5*	-1.8*	0.51*
CCCN=Cc1c(CCC)[nH]n(-c2nc3ccccc3s2)c1=O	2	5	i	i	10	·	·	23%	1.3	1.1	1.5	i	-5	2%	-1	-0.22	-0.52	-0.17
Cn1ccnc1SCC(=O)Nc1cccc(S(=O)(=O)N2CCCCC2)c1	6	2	i	i	20	-0.7	1098	0%	2.2	3.7	8.9	i	0	0%	-0.5	-0.097	-0.0024	0.84
Cc1cc(C(=O)N/N=C2\CC(=O)CC(C)(C)C2)c(C)n1-c1ccc(F)cc1	1	-18	i	i	47	0.2	549	12%	3.3	1.9	2.3	i	17	3%	-0.7	-0.3	0.29	0.67
O=C(Nn1c(-c2ccncc2)nc2ccccc2c1=O)c1ccc(Br)cc1	-1	7	i	i	43	-0.5	1128	7%	2.0	2.1	11	i	-1	12%	-0.9	-0.3	-0.5	1.1
CC1CCN(c2nc3c(c(=O)[nH]c(=O)n3C)n2CCSc2nc3ccccc3o2)CC1	4	10	i	·	·	-0.3	1107	-3%	4.8	2.0	3.0	i	-5	-4%	-0.98	0.096	-0.66	0.62
CCn1cc(C(=O)N2CC(C)CC(C)C2)c(=O)c2cc(S(=O)(=O)N(C)C)ccc21 (stereo unspecified)	12	-1	·	i	67	-0.4	1062	12%	4.3	1.6	11	i	2	5%	-0.57	-0.29	-0.03	0.13
CCc1ccc(NC(=O)CSc2nc3[nH]ncc3c(=O)[nH]2)cc1	-5	13	i	i	56	-2.1	1095	2%	2.9	3.7	8.1	i	3	6%	0.14	-0.12	0.39	0.09
O=C(N(Cc1ccccc1)c1ccccn1)C12CC3CC(CC(C3)C1)C2	14	9	i	i	43	-5.3	1172	1%	1.6	2.0	4.9	i	22	5%	-1	0.2	-0.22	0.56
CCCC(=O)N1CC2(CCC)CN(C(=O)CCC)CC(CCC)(C1)C2=O	11	18	i	i	18	-2.7	1077	-5%	5.3	4.3	7.9	i	4	3%	-1.4	-0.31	-0.47	0.71
N#CCN1CCC(c2cc(-c3ccco3)n[nH]2)CC1	-6	-6	i	i	37	0.2	1020	-1%	1.6	1.7	3.8	i	1	-2%	-0.36	-0.31	-0.023	0.62
O=C(CN1CCN(Cc2ccccc2)CC1)Nc1ccc(-n2cnnn2)cc1	-4	-6	i	i	19	-2.0	1070	17%	4.6	1.0	4.4	i	-8	3%	-0.8	-0.31	-0.44	0.72
Cc1ccc(-c2cnc(NC(=O)c3cccc(Br)c3)s2)c(C)c1	19	8	i	i	24	2.4	1363	-1%	2.1	2.3	8.3	i	24	4%	2	0.53	2	-0.52
N/C(=N\N=C\c1cccs1)SC1CC(=O)N(c2ccc(Br)cc2)C1=O (stereo unspecified)	4	11	i	i	33	-0.1	1088	3%	3.6	2.0	0.9	i	5	7%	0.94	-0.23	0.91	-1.2
Cc1nn(C)c(Nc2ccc(Br)cc2)c1Br	37	4	i	i	37	13	903	9%	4.2	1.2	11	i	14	3%	-0.74	-0.32	-0.45	-0.7
COc1ccc2cc(C(=O)NCc3ccco3)c(=O)oc2c1	10	3	i	i	28	·	·	-62%	3.6	2.0	6.2	i	4	16%	-0.069	1.2	0.56	-0.75
COc1ccccc1N1CCN(CCCOc2ccc(F)cc2)CC1	23	22	i	i	21	·	·	1%	1.0	1.8	8.3	i	-8	0%	0.63	-0.31	0.34	0.79
OCCCn1c(-c2ccccc2)csc1=Nc1ccccc1	12	12	i	i	30	2.1	1059	-3%	3.2	1.5	4.2	i	17	11%	-1	-0.25	-0.4	0.74
CCCSc1nnc(NC(=O)Nc2ccccc2OC)s1	·	·	i	i	5	0.1	1352	0%	·	·	·	·	·	2%	-0.63	-0.27	-0.35	0.99
COC(=O)CSc1cc(C)nc(SC)n1	-7	-1	i	i	42	-3.3	1231	4%	1.6	1.9	7.8	i	-11	4%	0.43	-0.074	0.28	-0.51
O=C(Nc1ccc2c(c1)CCC2)c1ccc(Br)s1	32	26	i	i	5	1.5	942	-4%	3.4	2.7	2.3	i	13	0%	-0.88	-0.22	0.19	0.22
